# Screens as filed in PubChem.
# USP1-UAF1 inh: inhibitors of human USP1/UAF1 deubiquitinase | O94782 | recombinant USP1/UAF1, Ub-Rhodamine cleavage fluorescence | Potency, µM (highest dose often 57.1 µM), for the others: at the top dose activity change, negative = inhibition, hits mostly inhibitors | 0.23% of 390,000 active; further: potency means the concentration at half of the fitted maximal effect; on the % scale 0 is the no-effect control and ±100 the full control effect; nearly all actives have a fitted effect of over 60% in size; inactives centre near -12
#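 In this screen, compounds sit with the deubiquitinase complex (1nM) for 15 min at room temperature before Ub-Rho is added at 150nM final. Fluorescence rise is then followed for 6 reads every 60 seconds.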
# Glioma ERSR ind: induces the endoplasmic reticulum stress response in human glioma cells; Potency, µM, without a hit: at the top dose activation, hits mostly activators; 0.02% of 420,000 active; U87-MG GRP78 promoter luciferase reporter, 16 h; further: potency means the concentration at half of the fitted maximal effect; series mostly up to about 76 µM; % of control where 0% means no effect; nearly all actives have a fitted effect of over 35% in size
#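 ERSR induction read as luciferase luminescence (Bright-Glo, 10 min at room temperature) in stably transfected human U87-MG glioma cells exposed to compounds for 16 h, using GRP78 as sensor.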
# Vif-APOBEC3G blk: inhibitors of Vif-APOBEC3G interaction; Q9HC16; HeLa A3G-eYFP + Vif (tagged APOBEC3G with the HIV-1 protein that degrades it), YFP fluorescence, overnight; Potency, µM (highest dose often 46.1 µM), for the others: at the top dose activity, negative = active, hits mostly inhibitors; 0.076% of 410,000 active;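 further: potency means the concentration at half of the fitted maximal effect; on the % scale 0 is the no-effect control and ±100 the full control effect; nearly all actives have a fitted effect of over 60% in size; hits raise eYFP signal because A3G escapes Vif-driven loss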
# Target sequence (Q9HC16 whole entry, looked up): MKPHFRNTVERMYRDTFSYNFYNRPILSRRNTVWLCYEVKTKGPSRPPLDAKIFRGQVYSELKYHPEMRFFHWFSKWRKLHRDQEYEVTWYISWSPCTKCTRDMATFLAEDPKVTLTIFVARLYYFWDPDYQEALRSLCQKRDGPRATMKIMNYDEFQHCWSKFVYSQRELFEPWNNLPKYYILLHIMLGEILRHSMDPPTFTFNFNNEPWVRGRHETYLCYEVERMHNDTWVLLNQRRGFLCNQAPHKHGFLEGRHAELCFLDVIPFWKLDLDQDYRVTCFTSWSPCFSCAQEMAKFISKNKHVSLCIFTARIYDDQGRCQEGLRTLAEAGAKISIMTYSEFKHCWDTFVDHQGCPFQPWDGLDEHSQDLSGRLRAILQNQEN
#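 Read-out is eYFP fluorescence (Ex 488/Em 500-530) from Vif-expressing HeLa A3G-eYFP cells; more signal means A3G escaped Vif-mediated degradation. Cells plated overnight, compound pinned in, incubated overnight at 37 deg C.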
# mIDH1 inhibitor: blocks human mutant IDH1 R132H enzyme | O75874 | IDH1-R132H enzyme, NADPH consumption, diaphorase/resazurin fluorescence | 0.093% of 390,000 active | Potency, µM (series often up to 76.6 µM), for the others: at the highest dose activity change, negative = inhibition, actives largely listed as inhibitors; further: potency means the concentration at half of the fitted maximal effect; on the % scale 0 is the no-effect control and ±100 the full control effect; nearly all actives have a fitted effect of over 65% in size
# Target sequence (O75874 whole entry R132H, stated change not applied): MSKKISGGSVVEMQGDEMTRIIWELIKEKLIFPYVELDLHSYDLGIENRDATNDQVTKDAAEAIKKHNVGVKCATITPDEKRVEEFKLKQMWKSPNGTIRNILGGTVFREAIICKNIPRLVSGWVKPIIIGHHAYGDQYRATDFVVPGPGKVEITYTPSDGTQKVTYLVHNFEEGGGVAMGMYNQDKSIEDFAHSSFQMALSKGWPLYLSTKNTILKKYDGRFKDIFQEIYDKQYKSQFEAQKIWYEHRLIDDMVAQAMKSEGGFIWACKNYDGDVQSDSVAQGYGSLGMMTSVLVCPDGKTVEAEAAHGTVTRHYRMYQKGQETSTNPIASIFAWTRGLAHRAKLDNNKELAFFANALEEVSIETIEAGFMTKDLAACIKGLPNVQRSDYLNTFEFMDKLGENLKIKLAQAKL
#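 IDH1-R132H (0.5 ug/mL dispensed) in pH 7.5 Tris buffer was preincubated 30 min with compound, then given a substrate mix of 0.016 mM NADPH and 2 mM alpha-KG for 80 min at room temperature; remaining NADPH was read by diaphorase/resazurin fluorescence.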
# LDHA block: inhibitors of human lactate dehydrogenase A. activity change, % (values are at about 110 or 230 µM). purified LDHA, NADH/diaphorase-resazurin fluorescence; stronger effect = lower value. 0.15% of 480,000 active; in the data active means activity change below about -30%; inconclusive means mostly about -25% to -30%;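 further: plate controls were DMSO wells for no effect and wells without enzyme for full effect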
#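 Remaining NADH was detected by diaphorase (0.133 mg/mL) converting 37 µM resazurin to fluorescent resorufin, read at 0 and 20 minutes. The preceding 5-minute room-temperature reaction used 2 nM LDHA, 0.2 mM sodium pyruvate and 0.06 mM NADH at pH 7.4.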
# RGS4 inhibitor: human RGS4 inhibition. P49798. Transcreener GDP fluorescence polarization, RGS4-accelerated GTP hydrolysis. Potency, µM (series often up to 114 µM), without a hit: top-dose activity change, negative = inhibition, hits mostly inhibitors. 0.039% of 390,000 active. AID 504845; further: potency means the concentration at half of the fitted maximal effect; on the % scale 0 is the no-effect control and ±100 the full control effect; nearly all actives have a fitted effect of over 75% in size; some results filed as inactive show a strong effect at the top dose
# Target sequence (P49798 whole entry, looked up): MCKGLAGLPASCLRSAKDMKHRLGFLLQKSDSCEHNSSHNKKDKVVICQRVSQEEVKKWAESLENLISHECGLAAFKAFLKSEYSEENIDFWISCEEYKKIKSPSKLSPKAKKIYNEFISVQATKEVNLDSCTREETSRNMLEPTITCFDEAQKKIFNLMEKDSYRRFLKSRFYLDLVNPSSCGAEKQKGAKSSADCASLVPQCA
#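 MLSMR compounds (23 nl, pin-transferred) preincubated 10 min at room temperature with a 500nM (2x) first reagent, then RGS4 at 900nM (2x) plus Transcreener GDP mix added; fluorescence polarization (620/688 nm) read before and after 90 min at 30 °C.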
# TrxR1 inh: rat TrxR1 inhibition; O89049; recombinant rTrxR1, NADPH fluorescence consumption, selenite substrate; Potency, µM (top dose mostly 114 µM), inactives show at the highest dose activity change, negative = inhibition, hits mostly inhibitors; 1% of 390,000 active; further: potency means the concentration at half of the fitted maximal effect; on the % scale 0 is the no-effect control and ±100 the full control effect; nearly all actives have a fitted effect of over 65% in size
#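 Rat TrxR1 (90 nM in the dispensed reagent) was pre-reduced with 400 uM NADPH for 5 min at room temperature, then incubated with compound for 15 min. After 400 uM selenite was added, NADPH fluorescence (Ex 340/Em 450 nm) was followed for 8 min.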
# TrxR1 substrate: substrates of rat thioredoxin reductase 1 | 0.01% of 390,000 active | O89049 | Potency, µM (doses to about 114 µM), inactives show at the highest dose activity change, negative = substrate turnover | purified TrxR1 substrate turnover, NADPH consumption readout; further: potency means the concentration at half of the fitted maximal effect; on the % scale 0 is the no-effect control and ±100 the full control effect; nearly all actives have a fitted effect of over 50% in size
#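 Rat TrxR1, dispensed at 90 nM, was prereduced with 400 uM NADPH (final) for 5 min at ~22 deg C, then incubated with compound 15 min before 400 uM selenite. A first-read NADPH fluorescence drop versus no-compound background flagged substrates.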
# Vif-A3F inh: Vif-A3F binding inhibition; Potency, µM (doses to about 46.1 µM), inactives show at the top dose activity, negative = active; HeLa A3F-eYFP + Vif (tagged APOBEC3F with the HIV-1 protein that degrades it), YFP fluorescence increase; 0.2% of 390,000 active; AID 602313; further: potency means the concentration at half of the fitted maximal effect; % of control where 0% means no effect; nearly all actives have a fitted effect of over 65% in size
#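 HeLa cells stably expressing Vif plus C-terminally eYFP-tagged A3F were seeded, incubated overnight at 37 deg C, dosed with compound, incubated overnight again at 37 deg C. Yellow fluorescence (Ex 488/Em 500-530) reported blocked Vif-mediated A3F-eYFP degradation.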
# Numbers without * were called inactive; ? = inconclusive; nt = no result given; & = joins results of further samples; [ ] = remark or other dose. Unless noted, the call rests on the fitted dose curve; in most records, active means well fitted curve in the direction sought with a large enough effect; inconclusive means small, poorly fitted or top-dose-only effect, or another doubt; inactive means no such curve, though single readings can be large; an effect the other way counts as inactive or inconclusive. These rows are one share of the data; count on the stated rates, not on these rows.
SMILES,USP1-UAF1 inh,Glioma ERSR ind,Vif-APOBEC3G blk,mIDH1 inhibitor,LDHA block,RGS4 inhibitor,TrxR1 inh,TrxR1 substrate,Vif-A3F inh
CNC(CC(=O)c1ccc([N+](=O)[O-])cc1)C(Cl)(Cl)Cl (stereo not given),-15%,-15%,-13%,5%,20,?,0.63µM*,?,4%
COc1cccc(C(=O)NC(=S)Nc2ccc(N(C)C)cc2)c1,-16%,3%,-1%,6%,-1,-42%,20µM*,-15%,-1%
CCc1cccc(OCC(=O)Nc2ccc(S(=O)(=O)Nc3onc(C)c3C)cc2)c1,-14%,-2%,-5%,-13%,-11,-10%,4%,-5%,-1%
COC(=O)c1ccc(NC(=O)n2ncc3c(C)cccc32)cc1,-22%,3%,-4%,11%,-2,1%,12%,5%,0%
N#Cc1cn(-c2cccc(C(F)(F)F)c2)c(=O)[nH]c1=O,-6%,1%,11%,-1%,-2,17%,-7%,-7%,14%
O=C(Nc1cccnc1Cl)c1cc2ccccc2o1,-18%,-6%,-6%,6%,0,-29%,15%,7%,-20%
Cc1ccc(C)c(CSc2nnc(-c3cccs3)n2Cc2ccco2)c1,-12%,-3%,3%,-5%,8,-36%,-45%[57.1 µM],-9%,-3%
COCCNC(=O)c1ccccc1NC(=O)c1ccccc1SC,-10%,-3%,0%,0%,-2,-11%,30%[57.1 µM],8%[57.1 µM],-3%
CCN1CCN(c2ncc(C(=O)Nc3cc(Cl)c(OC)cc3OC)c3ccccc23)CC1,-11%,-5%,2%,1%,4,-23%,-14%,-9%,-1%
Cc1cc(=O)[nH]c2nnc(SCc3ccc(F)cc3)n12,-13%,-2%,1%,12%,-7,-14%,12%[57.1 µM],-3%[57.1 µM],1%
O=C(/C=C/c1ccco1)NC(=S)Nc1ccccc1Br,-1%,4%,-3%,1%,-4,-29%,?,-11%,-23%
COc1cc(C(=O)CCN2CCC(c3ccccc3)C2)cc(OC)c1OC (stereo not given),-5%,-12%,-19%,3%,-5,?,0.5µM*,-7%,-2%
Cc1ccc([N+](=O)[O-])cc1NC(=O)Nc1cccc(F)c1,-10%,-3%,-5%,1%,-11,11%,-4%[57.1 µM],-6%[57.1 µM],-10%
O=C(NCc1ccco1)c1ccc(S(=O)(=O)N2CCCc3ccccc32)cc1,-18%,0%,-25%,1%,-1,-3%,6%[57.1 µM],4%[57.1 µM],-6%
C=CCC[C@@H](Cc1ccc(F)cc1)C(=O)OC[C@H](Cc1c[nH]c2ccccc12)NC(=O)[C@@H](CC=C)CC(=O)N[C@@H](CO)Cc1ccccc1,-28%,-1%,-6%,-3%,-2,9%,28%,1%,1%
CCOC(=O)c1c(C)[nH]c(C(=O)COC(=O)c2ccc(F)c(S(=O)(=O)N3CCOCC3)c2)c1C,-1%,-1%,-7%,-4%,0,-4%[11.4 µM],-13%,0%[57.1 µM],0%
COc1ccc(C2CC(c3ccccc3)Oc3cc(C)cc(C)c32)cc1 (stereo not given),nt,-3%&-5%,3%&-2%,nt,nt,7%&-4%,-10%&4%,-11%&-5%,nt
CCCn1c(N)c(C(=O)CSc2nnc(-c3c[nH]c4ccccc34)n2C2CC2)c(=O)[nH]c1=O,-18%,-3%,3%,-4%,-1,-33%,6%[57.1 µM],6%[57.1 µM],-5%
N#Cc1ccccc1/C=N/Nc1nc(-c2ccccc2)c2cc(Br)ccc2n1,-15%,?,1%,-1%,-3,-11%,14%,4%,2%
O=C1CCCC(O)=C1N=Nc1c(Cl)cc(C(F)(F)F)cc1Cl,-20%,-2%,-3%,16%,17,-34%,8%[57.1 µM],4%[57.1 µM],-11%
Cc1ccccc1OCc1nnc(SCC(=O)Nc2ccc(N3CCOCC3)cc2)n1C,-5%,-2%,-8%,0%,-4,22%,-10%,-7%,1%
COc1ccc(NC(=O)CNC(=O)C2CCCCC2)cc1,-15%,3%,4%,-1%,-4,-31%,1%,-2%,8%
COC(=O)c1cccnc1-n1c(=O)c2cccnc2n(CC(=O)Nc2cccc(C(F)(F)F)c2)c1=O,-16%,-2%,0%,-24%,-4,25%,7%,-9%,0%
CCOC(=O)c1nc(C)nc(Sc2n[nH]c(-c3cc(C(F)(F)F)cc(C(F)(F)F)c3)n2)c1C,-16%,-4%,-5%,-1%,-1,5%,-2%,-16%,-2%
COc1ccccc1NC(=O)N(Cc1ccccc1)c1ccccn1,-15%,14%,-6%,12%,-7,18%,1%,-7%,-20%
O=C(NCc1ccccc1)OCCN1CCN(Cc2ccccc2)CCC1=O,-8%,-3%&-1%,0%,-13%,1,21%,28%,7%,3%
Cc1cccc(N(C(=O)Cn2nnc(-c3ccc(C)o3)n2)C(C(=O)NC2CCCC2)c2ccncc2)c1 (stereo not given),-1%,-8%,-2%,4%,-9,-3%,22%,1%,-10%
CC(C)(C)S(=O)(=O)c1cnc(-c2ccccn2)nc1N,-11%,7%,1%,5%,3,5%,24%[57.1 µM],5%,2%
CC(C)(C)Nc1nc2ccc([N+](=O)[O-])cc2o1,-15%,-4%,-5%,-6%,3,2%,-10%,-12%,8%
CCN(CC)Cc1c(O)ccc2cc(-c3nc4ccccc4n3C)c(=O)oc12,-23%,-1%,0%,0%,0,-14%,143%[activator][57.1 µM],370%[activator][57.1 µM],2%
COc1ccc(-c2noc(CSc3nc(C)cc(=O)[nH]3)n2)cc1OC,-16%,-1%,0%,3%,-2,2%,7%,9%[11.4 µM],0%
COc1ccccc1N(CCC#N)C(=O)CSc1nnc2ccccn12,-8%,-4%,1%,2%,0,-4%,-2%,2%,-1%
Cn1cccc1CC(=O)N/N=C\c1c2ccccc2cc2ccccc12,?,-1%,-23%,6%,-5,-11%,-3%,8%,?
COc1ccc(N2C(=O)CSC23C(=O)N(CC(=O)Nc2ccccc2F)c2ccccc23)cc1 (stereo not given),-12%,-3%,-1%,4%,2,-8%,12%,-13%,7%
CCOC(=O)c1c(NC(=O)CCS(=O)(=O)c2ccccc2)sc2c1CCN(C)C2,-10%,?,-9%,-9%,-2,-40%,-4%,3%,-20%
c1ccc(OCc2nn3c(C4CCCCC4)nnc3s2)cc1,6%,-4%,2%,-1%,-1,-16%,-6%,3%[57.1 µM],-8%
CCOC(=O)C(NC(C)=O)(Nc1ccc(S(=O)(=O)Nc2ccncn2)cc1)C(F)(F)F (stereo not given),-13%,1%,0%,3%,3,8%,7%[57.1 µM],-8%[57.1 µM],-11%
CC[C@@]1(c2ccccc2C)C(=O)N(C(=O)OC)N1C(=O)OC,-25%,-3%,-3%,5%,2,-14%,5.6µM*,6%,-2%
Cc1nnc(N2CCN(C(=O)NCCC(C)C)CC2)c2nn(-c3ccc(Cl)cc3)c(C)c12,-19%,nt,nt,nt,-6,-10%,12%[57.1 µM],-1%[57.1 µM],nt
O=C(C1CCCCC1)N1CCCC(c2nc3c(nnn3Cc3ccccc3)c(=O)[nH]2)C1 (stereo not given),0%,-2%,-1%,0%,2,17%,-3%,1%,-12%
COc1cccc(NS(=O)(=O)c2ccc3[nH]cc(C(=O)NCCc4ccc(C)cc4)c(=O)c3c2)c1,-9%,-5%,1%,?,1,-15%,31%[57.1 µM],-7%[57.1 µM],-1%
CNC(=O)CCCc1nc(-c2ccccc2Cl)no1,5%,-3%,-7%,3%,-2,13%,23%,-6%,-8%
O=C(CNC(=O)c1ccc(Br)o1)Nc1ccccc1,-12%,-1%,1%,1%,-16,19%,16%,-2%,4%
COC(=O)c1cccc(N2C(=O)c3ccccc3S2(=O)=O)c1,-11%,-4%,1%,3%,-6,-9%,7%[57.1 µM],24%[57.1 µM],-3%
O=C(C1COc2ccccc2O1)N1CCCCC1 (stereo not given),-9%,-4%,-1%,3%,-6,1%,17%,0%,-2%
CCCCN(C)CCn1c(=S)[nH]c2cc(OCC)c(OCC)cc2c1=O,-21%,-1%,1%,0%,0,-17%,27%,11%,12%
Cc1ccccc1NC(=S)c1nc2ccccc2[nH]1,-25%,4%,-11%,2%,0,-17%,-15%,-7%,2%
Cc1ccc(C)c(S(=O)(=O)N/N=C/c2ccc(F)cc2)c1,-14%,-2%,-4%,5%,-4,-7%,1%[57.1 µM],-3%[57.1 µM],0%
C=CCn1cc(C(=O)NCCCOC)c(=O)c2cc(S(=O)(=O)N3CCC(C)CC3)ccc21,-18%,0%,-3%,-4%,2,10%,1%[57.1 µM],6%[57.1 µM],-3%
NC(=O)c1ccsc1NC(=O)COC(=O)COc1ccccc1F,-20%,-3%,-7%,-1%,-5,-8%,10%,8%,2%
CSc1ncc(C(=O)NCc2cccc(F)c2)c(-c2ccccc2)n1,-18%,-3%,-2%,21%,-5,-12%,-6%,-8%,-1%
NC(=S)N=Nc1c(O)[nH]c2c(Cl)cc(Cl)cc12,?,-3%,-1%,-7%,-5,-14%,-4%,-4%,4%
